S1P2 ag: S1P2 receptor agonists, primary screen, cell-based | 97,000 tested, 0.46% active | S1P2-expressing cell line, agonist reporter read-out | activation, % at 4.5 µM | AID 729, 2007; in the data active means activation above about 16%;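 further: 0% = vehicle low control and 100% = maximal reference agonist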
S1P2 blocker: human S1P2 receptor antagonists, primary screen, cell-based; Sphingosine 1-phosphate receptor 2 (Homo sapiens), O95136; cell-based S1P2 antagonist assay, inhibition at 5 uM; inhibition, % at 5 µM; 97,000 tested, 0.21% active; AID 736, 2007; in the data active means inhibition above about 45%;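 further: CRE beta-lactamase reporter cells expressing human S1P2 stimulated with S1P; 0% = agonist at EC80 alone and 100% = agonist plus reference antagonist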
PTPN22 act: LYP phosphatase activators, primary screen, biochemical, DiFMUP fluorescence, 2 µM | Tyrosine-protein phosphatase non-receptor type 22 (Homo sapiens), Q9Y2R2 | recombinant LYP; 0 = plate median, 100 = signal doubled | activation, % at 2 µM | 96,000 tested, 0.11% active;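 active means activation at 2 µM above a set limit, the mean plus 5 SD, cut at about 37% in these data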
Target sequence (Q9Y2R2 whole entry, looked up): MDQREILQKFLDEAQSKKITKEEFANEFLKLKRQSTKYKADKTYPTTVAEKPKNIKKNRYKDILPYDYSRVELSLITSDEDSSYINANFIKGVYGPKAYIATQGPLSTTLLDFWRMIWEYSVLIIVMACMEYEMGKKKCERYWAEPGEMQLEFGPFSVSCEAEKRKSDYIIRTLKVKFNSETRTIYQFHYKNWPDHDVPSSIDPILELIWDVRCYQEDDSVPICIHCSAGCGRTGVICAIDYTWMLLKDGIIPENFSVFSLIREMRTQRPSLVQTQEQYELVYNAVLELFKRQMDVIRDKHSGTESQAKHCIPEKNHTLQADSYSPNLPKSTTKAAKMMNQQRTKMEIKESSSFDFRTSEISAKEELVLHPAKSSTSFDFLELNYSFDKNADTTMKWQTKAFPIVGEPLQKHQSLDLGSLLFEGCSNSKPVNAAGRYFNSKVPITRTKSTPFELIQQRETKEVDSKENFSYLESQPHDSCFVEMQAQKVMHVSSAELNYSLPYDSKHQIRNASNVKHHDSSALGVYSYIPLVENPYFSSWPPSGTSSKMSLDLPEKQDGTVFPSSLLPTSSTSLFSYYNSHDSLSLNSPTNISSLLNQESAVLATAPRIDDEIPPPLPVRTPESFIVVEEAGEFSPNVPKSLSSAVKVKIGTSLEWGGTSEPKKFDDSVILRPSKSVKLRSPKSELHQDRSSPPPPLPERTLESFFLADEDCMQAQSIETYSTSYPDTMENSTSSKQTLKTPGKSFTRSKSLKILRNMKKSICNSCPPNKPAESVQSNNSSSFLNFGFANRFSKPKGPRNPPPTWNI
PostGolgi ctrl: growth inhibition of yeast control strain, primary screen, counter-screen for post-Golgi transport modulator project. efflux-deficient yeast background strain, growth absorbance A615, 16 h. inhibition, % at 10 µM. 98,000 tested, 5% active
HIV Rev-RRE inh: HIV-1 Rev-RRE binding inhibitors, primary screen, biochemical, FRET, protein-RNA interaction; Rev peptide-RRE RNA binding; inhibition, % at 8 µM; 97,000 tested, 0.79% active;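 active means inhibition above the screen-wide mean plus 3 SD, cut at about 35% in these data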;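 further: 0% = median DMSO wells and 100% = median Neomycin B control wells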
Target sequence (P05866 whole entry, looked up): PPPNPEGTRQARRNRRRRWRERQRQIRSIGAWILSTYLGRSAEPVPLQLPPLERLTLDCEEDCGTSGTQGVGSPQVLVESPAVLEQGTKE
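Test system: Cy5-tagged RRE RNA duplex with fluorescein-tagged Rev peptide | Read-out: % inhibition of FRET ratio versus controls | Probe or stimulus: Labelled Rev peptide | Incubation: 5 min RNA-compound premix plus 15 min binding step, 25 °C | Technique: FRET fluorescence readout | Benchmarks: DMSO low control, neomycin B high control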
EphB4 antag: EphB4-ephrin-B2 interaction antagonists, primary screen, biochemical, TNYL-RAW peptide probe, fluorescence polarization; inhibition, % at 7 µM; EphB4 LBD / TNYL-RAW-Alexa532 peptide; AID 720, 2007; 97,000 tested, 0.15% active;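 active means inhibition above the screen-wide mean inhibition plus 3 SD, cut at about 15% in these data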;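 further: 0% = DMSO wells and 100% = excess unlabeled TNYL-RAW peptide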
FAK inh: FAK kinase inhibitors, primary screen, biochemical. Focal adhesion kinase 1 (Homo sapiens), Q05397. biochemical FAK kinase activity assay. inhibition, %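 (tested at 7 µM)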. 97,000 tested, 0.84% active; in the data active means inhibition above about 19%;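 further: 0% = DMSO and 100% = reference compound high control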
PTPN22 inh 2: PTPN22 phosphatase inhibitors, primary screen, biochemical, DiFMUP fluorescence, 2 µM | Tyrosine-protein phosphatase non-receptor type 22 (Homo sapiens), Q9Y2R2 | recombinant LYP catalytic domain | inhibition, % at 2 µM | 96,000 tested, 0.21% active | AID 640, 2007;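 active means inhibition at 2 µM at or above a set limit, the screen mean plus 3 SD, cut at about 24% in these data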;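 further: 0% = DMSO with enzyme and 100% = enzyme fully blocked by orthovanadate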
PostGolgi yeast: phenotypic screen on post-Golgi transport, primary screen | 98,000 tested, 0.9% active | inhibition, % at 10 µM | post-Golgi transport phenotypic cell assay;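 further: yeast cells grown in 1536-well plates; yeast grown about 18 h at 30C before absorbance read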
Starred values were filed as active, the others as inactive; · = not tested or not shown. Unless noted, no stated cut-off is given here; in the data, active means inhibition above about 30%; inactive means the rest. Random draw from the library; any-hit rate near 7%.

Structure | S1P2 ag | S1P2 blocker | PTPN22 act | PostGolgi ctrl | HIV Rev-RRE inh | EphB4 antag | FAK inh | PTPN22 inh 2 | PostGolgi yeast
CCC(=O)N1CCc2cc(S(=O)(=O)NC(C(=O)NCc3ccc(C)cc3)C(C)C)ccc21 (stereo not drawn) | -0.5 | 3.5 | 5.4 | -1.5 | 0.3 | -6.9 | 7.8 | -7.8 | -0.6
Cc1ccc(OCC(=O)NNC(=O)C(C)Sc2ncnc3sc(C)c(C)c23)cc1 (stereo not drawn) | -4.1 | -6.3 | -6.0 | 8.6 | -4.8 | -7.4 | -9.1 | 8.9 | -0.2
Cc1nc(NC(C)c2ccccc2)c2oc3ccccc3c2n1 (stereo not drawn) | 12.9 | 12.1 | -8.5 | 74.3* | 9.8 | -4.6 | 12.7 | 11.8 | 8.9
CCOC(=O)Cn1nc(-c2ccc(Cl)cc2)ccc1=O | -8.2 | 12.7 | -8.9 | 36.5* | 2.7 | -1.8 | 4.9 | 6.8 | -4.0
O=C(O)C1CCCCC1C(=O)OCCCCOC(=O)C1CCCCC1C(=O)O (stereo not drawn) | -6.2 | -4.3 | 3.2 | 2.4 | 3.0 | -3.6 | -7.6 | -4.4 | 4.7
COc1cccc(NC(=O)COC(=O)c2c3c(nc4ccccc24)CCC(C)C3)c1 (stereo not drawn) | 5.3 | 15.9 | 19.7 | 9.6 | 9.4 | -0.3 | -2.8 | -17.7 | 9.1
COc1ccc(CC(=O)N2N=C(C)CC2(O)c2cccnc2)cc1 (stereo not drawn) | -3.2 | -17.2 | -4.2 | 2.7 | 3.3 | -2.8 | 0.5 | 2.6 | 13.4
CCCc1cc(C(=O)Nc2sc3c(c2C(=O)OCC)CCCC3)no1 | -4.7 | -9.5 | -5.7 | 10.3 | 1.0 | -10.3 | -8.3 | 3.4 | -0.2
O=C(CSc1nc2ccccc2c(=O)n1NC(=O)Cc1ccccc1)NCc1ccco1 | -8.0 | 9.4 | 2.0 | -3.5 | 2.9 | 4.0 | 7.0 | -4.3 | 2.7
CCOC(=O)c1cnc2ccc(Br)cc2c1NCCO | 1.0 | -33.4 | 4.1 | 5.0 | 6.4 | 1.6 | 14.6 | -1.7 | 12.2
Cc1ccccc1-c1nnc(SCC(=O)Nc2ccc3c(c2)OCCO3)n1N | -9.4 | 11.6 | -5.6 | -6.7 | 5.6 | -2.8 | 4.6 | 3.6 | 24.1
O=C(Nc1nccs1)c1ccc(-c2ccccc2Cl)o1 | -8.2 | 16.6 | -12.3 | 9.7 | -2.5 | 0.3 | 10.7 | 14.5 | 3.9
CC(=O)c1ccc(Nc2nc(=O)c3cccnc3s2)cc1 | 0.7 | -6.0 | 0.4 | 9.1 | 1.6 | -1.4 | -0.2 | 0.2 | -1.4
O=[N+]([O-])c1ccc(NNC(=S)Nc2ccccc2)cc1 | -11.3 | 11.1 | -5.1 | -8.0 | 9.2 | 4.6 | -0.9 | 6.8 | 4.2
CSc1nc2ccc3nc(NC(=O)c4ccc(C)cc4)sc3c2s1 | -1.4 | 6.6 | -0.4 | -1.3 | 10.1 | -2.2 | 7.2 | -2.5 | -12.8
Cc1cccn2c(=O)c3cc(C(=O)NCCN4CCOCC4)c(=N)n(CCc4ccccc4)c3nc12 | 38.7* | -31.9 | -7.2 | 3.5 | 12.1 | -1.1 | 2.1 | 5.6 | 1.1
Cc1cnc(C(=O)OCC(=O)NC(=O)NC(C)C)cn1 | -5.7 | 23.7 | -11.6 | 6.9 | 1.8 | -1.1 | -4.7 | 9.5 | -1.1
COc1cccc(OC)c1C(=O)Nc1ccc(CN2CCCCC2)cc1 | 0.3 | -13.6 | -8.6 | -2.6 | 4.8 | -1.9 | -3.9 | 9.1 | 2.5
COc1ccc(OC)c(C(C)NC(=O)c2ccco2)c1 (stereo not drawn) | -1.3 | 12.8 | -0.5 | 20.0 | 11.3 | 2.0 | 1.0 | -2.8 | -7.9
COc1ccc(C(=O)CSc2nc3ccccc3n2CC(=O)c2ccccc2)cc1 | -5.0 | 7.0 | -0.6 | 21.0 | 9.4 | 5.7 | -1.7 | 3.9 | -2.4
COCCN(C(=O)C(C)C)c1nnc(-c2cccc(C)c2)s1 | -2.6 | 9.6 | 3.5 | 12.1 | 7.0 | -3.5 | -2.6 | -3.2 | 7.0
Cn1c(CC(=O)Nc2ccc(Cl)c(Cl)c2)nnc1SCC(=O)N1CCN(c2ccccc2)CC1 | -1.7 | 2.4 | 0.4 | 35.7* | 7.6 | -3.0 | -0.4 | 2.9 | 3.4
O=C(Nc1ccc2oc(-c3cccnc3)nc2c1)c1ccc(Br)o1 | 1.0 | -7.6 | 4.1 | -8.7 | -1.4 | -0.5 | 17.6 | -3.4 | 0.0
CC(=O)ON1C(C)(C)Cc2noc(N)c2C1(C)C | -9.2 | -13.6 | -5.4 | 4.5 | 11.9 | -1.1 | -3.7 | 2.9 | -1.5
CCc1ccccc1NC(=S)N(CCN(C)C)C(C)c1ccccn1 (stereo not drawn) | 1.1 | -17.8 | -5.8 | -2.5 | -3.3 | -3.0 | 0.3 | 8.0 | -10.0
CS(=O)(=O)N(CC(N)=O)c1cccc(Br)c1 | -0.8 | -21.6 | 11.2 | · | 8.7 | -6.6 | 1.0 | -14.6 | ·
CCN(Cc1cc2ccccc2[nH]c1=O)S(=O)(=O)c1ccccc1 | -1.8 | -7.6 | 27.5 | 30.5* | 1.7 | -0.5 | 0.3 | -29.3 | 0.2
O=C(CCCn1c(SCC(=O)c2ccc(F)cc2)nc2ccccc2c1=O)NCc1ccccc1 | -4.5 | -7.3 | 1.5 | -3.3 | 7.5 | 3.7 | -2.0 | -1.2 | -8.0
COCCCN1C(=O)c2ccc(C(=O)Nc3ccc(OC)cc3OC)cc2C1=O | -4.0 | 3.5 | 2.1 | 9.5 | -1.6 | -4.2 | -1.6 | -3.0 | 1.9
O=C(N1CCCCC1)N1CCN(c2ccc(Cl)cc2)CC1 | -6.2 | 17.3 | -4.8 | 4.2 | 5.5 | 3.1 | 1.8 | 3.2 | 2.3
Cc1nc(NC(=O)c2ccccc2)sc1-c1csc(NCc2ccco2)n1 | -8.9 | 1.1 | 9.1 | 22.6 | 6.7 | 1.6 | 0.2 | -12.7 | 7.5
COc1ccccc1OCc1ccc(C(=O)OCC2CCCO2)o1 (stereo not drawn) | -4.0 | 9.8 | 9.7 | 7.9 | -1.1 | -0.3 | 1.5 | -10.0 | 0.7
CC(C)Oc1ccc(C(=O)N2CCCc3ccccc32)cc1 | -10.1 | -0.4 | -3.6 | 30.9* | 11.0 | -3.3 | 2.2 | 1.5 | -4.6
O=C(NCc1nc2ccccc2[nH]1)c1cccc(S(=O)(=O)N2CCOCC2)c1 | 0.1 | 1.8 | 9.5 | 4.7 | 2.4 | -1.0 | -0.6 | -9.7 | 2.8
O=C1c2ccccc2C(=O)N1CC1c2ccccc2CCN1S(=O)(=O)c1ccccc1 (stereo not drawn) | -3.3 | -4.6 | 1.3 | 17.5 | 8.1 | -11.4 | -5.8 | 0.8 | 2.4
O=C(NC12CC3CC(CC(C3)C1)C2)N1CCN(c2nc(-c3ccccc3)cs2)CC1 | -2.1 | -1.7 | -12.5 | 42.3* | -0.5 | -10.3 | -3.2 | 14.0 | 1.6
CCn1c(SCC(=O)NCc2ccco2)nnc1-c1cccs1 | -2.5 | -6.1 | 9.8 | -5.2 | -2.5 | -2.7 | 0.5 | -10.6 | -3.1
CC12CCCCC1(O)[N+](=O)C1=C(CCCC1)N2[O-] (stereo not drawn) | -5.5 | -15.0 | -2.7 | 5.0 | 4.8 | 0.4 | 0.3 | 1.9 | -7.7
CCc1nnc(NC(=O)CCC(=O)N2CCN(Cc3ccc(Cl)cc3)CC2)s1 | -2.9 | 24.9 | -9.5 | 7.7 | 7.6 | 3.9 | 0.1 | 8.2 | -1.1
O=C(N1CCNCC1)N1CCOCC1 | -4.7 | -26.8 | -1.9 | -3.1 | 6.2 | -2.0 | 1.1 | -0.8 | 14.4
CCOC(=O)C1=C(C)NC(=O)C1(NC(=O)c1cccnc1)C(F)(F)F (stereo not drawn) | -4.5 | -1.8 | 2.0 | 0.6 | 6.4 | -1.7 | 0.3 | 2.1 | 5.6
Cc1ccc(C2NNC(=O)C2NC(=O)c2ccccc2)cc1 (stereo not drawn) | -0.6 | 5.5 | 3.8 | -5.5 | 1.9 | 2.5 | -0.9 | -5.2 | 2.2
CSc1ccc(-c2cc(=O)c3ccccc3o2)cc1 | -5.4 | -3.9 | -2.5 | 0.7 | 8.4 | -3.1 | 3.5 | -0.4 | 1.2
Nc1nc(N)nc(-c2ccccn2)n1 | -1.8 | 5.6 | 12.5 | 1.0 | 0.5 | -12.6 | 0.9 | -13.0 | -0.6
CCCCNC(=O)Nc1c(C(=O)OC)[nH]c2ccc(C)cc12 | 0.2 | -10.3 | 1.3 | -1.9 | -1.9 | 1.5 | 1.6 | -2.9 | 0.6
CCOc1ccc(S(=O)(=O)Nc2cc(C)ccn2)c2ccccc12 | -3.7 | 15.5 | -1.8 | 11.4 | 4.7 | 3.7 | -0.1 | 2.7 | -0.3
Cc1nnc(SCC(=O)c2cc(C)n(-c3ccc4c(c3)OCO4)c2C)s1 | -5.2 | -4.5 | -4.3 | 16.0 | -1.6 | -10.5 | -0.7 | 1.6 | 0.9
Cc1cccc(NC(=O)Cn2cccc2)c1 | -8.4 | 9.1 | -0.3 | -2.6 | 6.7 | 1.1 | -12.2 | 0.3 | -1.1
N#Cc1ccc(NC(=O)COC(=O)C2=COCCO2)cc1 | -2.5 | 12.8 | -5.1 | 24.6 | 7.4 | 3.4 | -0.2 | 3.3 | -0.1
COc1ccc(C(=O)Nn2c(SCC(=O)NCC3CCCO3)nc3ccccc3c2=O)cc1 (stereo not drawn) | -4.5 | 16.5 | 4.3 | 0.4 | 3.9 | -0.5 | -7.6 | -0.1 | 10.0
Cc1ccc(C(C)C)c(OCC(=O)Nc2ccc(N3CCN(S(C)(=O)=O)CC3)cc2)c1 | -4.0 | -13.5 | -3.0 | -4.5 | 5.1 | 0.7 | -1.3 | 2.1 | 2.8
Cc1ccc2c(c1)N(C(=O)CSc1nncn1C)C(C)(C)c1ssc(=S)c1-2 | -2.8 | -12.9 | 18.3 | 0.9 | 3.7 | -6.8 | 1.8 | -15.5 | 18.3
COc1ccc2nc(NC(=O)CN(c3ccc(C)cc3)S(=O)(=O)c3c(C)nn(C)c3C)sc2c1 | -11.9 | 5.5 | 14.4 | 49.7* | 2.5 | -3.5 | 2.4 | -16.6 | -3.6

Arranged by count of non-hydrogen atoms (rising): three of the compounds above.
Structure | S1P2 ag | S1P2 blocker | PTPN22 act | PostGolgi ctrl | HIV Rev-RRE inh | EphB4 antag | FAK inh | PTPN22 inh 2 | PostGolgi yeast
CCn1c(SCC(=O)NCc2ccco2)nnc1-c1cccs1 | -2.5 | -6.1 | 9.8 | -5.2 | -2.5 | -2.7 | 0.5 | -10.6 | -3.1
O=C(NCc1nc2ccccc2[nH]1)c1cccc(S(=O)(=O)N2CCOCC2)c1 | 0.1 | 1.8 | 9.5 | 4.7 | 2.4 | -1.0 | -0.6 | -9.7 | 2.8
Cc1ccc(C(C)C)c(OCC(=O)Nc2ccc(N3CCN(S(C)(=O)=O)CC3)cc2)c1 | -4.0 | -13.5 | -3.0 | -4.5 | 5.1 | 0.7 | -1.3 | 2.1 | 2.8

Screening results: PubChem BioAssay, several laboratories
